AHR activator – activators of human aryl hydrocarbon receptor; AHR-responsive luciferase reporter cells, luminescence; activation, % at 5 µM; P35869; 320,000 compounds, 2.5% hits; in the data active = activation above about 47%;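 also: 0% = vehicle wells and 100% = reference agonist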
LAP4-GFP MLPCN – yeast TOR pathway LAP4-GFP modulation; 320,000 compounds, 0.34% hits; S. cerevisiae LAP4-GFP multiplex, flow cytometry GFP, 3 h; median GFP as percent of DMSO wells; GFP response vs DMSO, % at 10 µM; AID 2023;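 active = GFP response vs DMSO above a set limit, about the screen mean plus 3 SD, cut at about 150% in these data; inconclusive = under 70 cell events counted for the yeast strain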
AGP1 TOR yeast – modulators of TOR pathway AGP1-GFP in S. cerevisiae | S. cerevisiae AGP1-GFP multiplex flow cytometry, 3 h; GFP as percent of DMSO wells | GFP response vs DMSO, % at 10 µM | 320,000 compounds, 0.02% hits;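 active = GFP response relative to DMSO above a set limit, near screen average plus 3 SD, cut at about 150% in these data; inconclusive = fewer than 70 cells counted for the yeast strain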;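 also: median GFP channel fluorescence of the gated AGP1 strain per well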
procasp7 counter – activates human procaspase-7, counter-screen for procaspase-3 activators; P55210; recombinant procaspase-7, Ac-DEVD-pNA absorbance 405 nm; D23A/D198A/D206A triple mutant, cannot self-cleave; scale: DMSO 0, 5 µM enzyme 100; activation, % at 8.5 µM; 330,000 compounds, 0.093% hits; AID 463210;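 active = percent activation above the screen-wide mean plus 3 SD, cut at about 25% in these data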
Target sequence (P55210 whole entry D23A/D198A/D206A): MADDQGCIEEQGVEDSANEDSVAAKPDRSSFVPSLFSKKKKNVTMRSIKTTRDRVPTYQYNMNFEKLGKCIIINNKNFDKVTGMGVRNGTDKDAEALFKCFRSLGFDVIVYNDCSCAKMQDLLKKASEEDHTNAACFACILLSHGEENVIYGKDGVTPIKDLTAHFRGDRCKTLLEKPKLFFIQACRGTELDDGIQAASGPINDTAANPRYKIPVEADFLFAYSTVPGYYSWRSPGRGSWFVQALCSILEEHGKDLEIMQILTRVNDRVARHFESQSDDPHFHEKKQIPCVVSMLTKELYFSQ
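Assay system: Uncleavable procaspase-7 mutant enzyme / Input: 2 µM procaspase-7 mutant as dispensed / Dosing: single nominal 8.5 µM compound dose, 0.8% DMSO final / Timing: 1 h enzyme–compound preincubation and 2 h substrate reaction, both 25 °C / Detection: p-Nitroaniline absorbance at 405 nm, read at 0 and 120 min / Replication: singlicate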
procasp3 activ – activates human procaspase-3; P42574; recombinant procaspase-3 D3A, Ac-DEVD-pNA absorbance 405 nm; activation, % at 8.5 µM; 330,000 compounds, 0.11% hits; AID 463141;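 active = activation above the mean of all tested compounds plus 3 SD, cut at about 21% in these data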;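 also: 0% = DMSO alone and 100% = DMSO wells spiked with extra 5 µM PC-3 D3A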
Target sequence (P42574 whole entry D9A/D28A/D175A): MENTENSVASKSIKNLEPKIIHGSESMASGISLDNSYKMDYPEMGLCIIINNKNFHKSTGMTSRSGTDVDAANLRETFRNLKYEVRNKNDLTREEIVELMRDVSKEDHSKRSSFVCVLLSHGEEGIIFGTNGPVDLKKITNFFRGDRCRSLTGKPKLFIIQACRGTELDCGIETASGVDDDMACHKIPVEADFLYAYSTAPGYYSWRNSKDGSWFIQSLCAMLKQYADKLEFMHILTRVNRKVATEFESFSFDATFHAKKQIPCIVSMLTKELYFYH
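Assay system – Procaspase-3 D3A mutant · Benchmarks – DMSO low control, extra-enzyme high control · Technique – 405 nm absorbance of p-nitroaniline, reads at 0 and 120 min · Doses – 8.5 µM nominal · Measure – % activation between DMSO and enzyme-spiked controls · Also added – Ac-DEVD-pNA chromogenic peptide substrate · Schedule – 1 h compound preincubation, 2 h substrate hydrolysis at 25 °C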
MEP2 TOR yeast – alters MEP2-GFP fluorescence in TOR pathway yeast screen | 330,000 compounds, 0.51% hits | GFP response vs DMSO, % at 10 µM | S. cerevisiae MEP2-GFP strain, flow cytometry GFP, 3 h; 100% = DMSO control level;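 active = GFP response versus DMSO above a set limit, roughly screen mean plus 3 SD, cut at about 180% in these data; inconclusive = fewer than 70 cells counted for a yeast strain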;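 also: median GFP fluorescence of the barcode-gated MEP2-GFP cells per well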
CIT2 TOR yeast – alters CIT2-GFP fluorescence in TOR pathway yeast screen. AID 2029. S. cerevisiae CIT2-GFP strain, flow cytometry, 3 h; 100 means same as DMSO wells. 320,000 compounds, 0.065% hits. GFP response vs DMSO, % at 10 µM;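 active = GFP response relative to DMSO above a set limit, near the screen mean plus 3 SD, cut at about 150% in these data; inconclusive = Fewer than 70 cells measured for a yeast strain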;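 also: ratio of well median GFP fluorescence to mean of DMSO wells on the plate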
RPL19A-GFP yeast – yeast TOR pathway RPL19A-GFP modulation; S. cerevisiae RPL19A-GFP strain, flow cytometry, 3 h; active compounds read low; percent response vs DMSO, % at 10 µM; 330,000 compounds, 0.3% hits; AID 2025;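 active = percent response vs DMSO below 50%; inconclusive = fewer than 70 events counted for the yeast strain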;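 also: median channel GFP fluorescence of the barcoded RPL19A-GFP strain; ratio of sample median GFP to plate DMSO average so 100% = DMSO; lower means less RPL19A-GFP as with rapamycin TOR inhibition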
Starred values were filed as active, the others as inactive; ? = inconclusive; nt = not tested or not shown; + = active, no number; [ ] = another dose, or the depositor's remark.

SMILES	AHR activator	LAP4-GFP MLPCN	AGP1 TOR yeast	procasp7 counter	procasp3 activ	MEP2 TOR yeast	CIT2 TOR yeast	RPL19A-GFP yeast
Cc1nn(-c2ccccc2)c(C)c1NC(=O)COc1ccc(C#N)cc1	-3	106	107	-8	8	106	107	108
O=C(Nc1cccc(-c2cccc(Cl)c2)c1)C1CCN(Cc2ccccn2)CC1	1	73	97	-7	1	92	nt	102
COc1cc(C)c(-c2[nH]ncc2-c2csc(C)n2)c(O)c1	1	92	100	-2	3	103	104	103
O=c1cc(-c2ccc(O)cc2)oc2cc(O)c([C@@H]3O[C@H](CO)[C@@H](O)[C@H](O)[C@H]3O)c(O)c12	2	104	117	-2	2	107	109	112
O=C(CCS(=O)(=O)Cc1ccccc1)N1CCN(c2ccc([N+](=O)[O-])cc2)CC1	0	104	102	0	8	104	106	98
COC(=O)Cc1c(C)c2ccc(OC3CCCCC3=O)c(C)c2oc1=O (configuration not stated)	3	100	106	3	6	100	101	99
CC(C)CC(=O)NC(NC(=O)CC(C)C)c1cccc([N+](=O)[O-])c1	-1	98	103	0	5	99	102	101
Cc1ccc(CN2C(=O)C(CC(C)C)Nc3ncnc(N4CCOCC4)c32)cc1 (configuration not stated)	1	96	99	7	-2	101	97	95
COc1ccc(OC)c(S(=O)(=O)n2cnc3cc(C)c(C)cc32)c1	2	106	104	5	-5	102	101	101
COC(=O)c1c(NC(=S)NNS(=O)(=O)c2ccc(OC)cc2OC)sc2c1CCCCCC2	nt	83	86	nt	nt	99	91	102
CCCC(=O)C1C(=O)CC(C)(C)C(c2cc(C)no2)C1=O (configuration not stated)	0	88	104	18	-1	91	100	102
O=C(COC(=O)CNC(=O)c1ccccc1F)NCCC1=CCCCC1	-3	101	101	1	7	92	87	95
CCN=C1S/C(=C\c2cn(CC(=O)NCc3ccco3)c3ccccc23)C(=O)N1CC	3	93	102	-3	2	107	104	96
Cc1ccccc1N1CCN(CCCN2C(=O)CC(=C(c3ccccc3)c3ccccc3)C2=O)CC1	2	107	101	6	0	101	98	99
Cc1ccc2c(c1)N(C(=O)CCC(=O)N1CCN(c3cccc(C)c3C)CC1)CCO2	0	114	100	8	13	96	90	96
CCC1CCc2sc(C(=O)O)cc2C1 (configuration not stated)	-1	110	100	-7	-10	100	83	95
CC(=O)Nc1nonc1-c1nc2ccccc2n1N(C(C)=O)C(C)=O	16	102	101	-9	-4	104	99	99
CC(NS(=O)(=O)c1ccc(CCC(=O)NCc2ccco2)cc1)c1ccccc1 (configuration not stated)	-2	96	99	2	4	109	101	104
Cc1cccc(/C(N)=N/OC(=O)c2ccc3c(c2)OCO3)c1	21	94	65	-1	17	93	106	99
COc1ccc(NC(=O)/C(C#N)=C\c2cc(C)n(-c3ccc(Oc4ccc([N+](=O)[O-])cn4)cc3)c2C)cc1	0	96	101	12	7	100	99	99
Cc1cccc(NCc2ccccc2O)n1	0	76	87	-2	5	77	88	81
N#CCCn1cc(C(=O)Nc2ccccc2Br)c(-c2cc3ccccc3o2)n1	3	92	96	8	8	90	97	107
C=CC[C@H](CC(=O)OC(C)(C)C)C(=O)OC[C@H]1CCCN1C(=O)[C@@H](CC=C)CC(=O)N(CCO)Cc1ccccc1	-1	101	92	12	10	93	88	94
COc1ccc(S(=O)(=O)NCc2ccccn2)cc1NC(=O)c1ccccc1F	0	87[may fluoresce violet]	15[may fluoresce violet]	8	1	231*[may fluoresce violet]	?	58[may fluoresce violet]
COc1ccc(-c2cc(CCCC(=O)NCCc3ccc(OC)cc3OC)no2)cc1	-1	108	109	-3	0	110	114	105
SMILES	AHR activator	LAP4-GFP MLPCN	AGP1 TOR yeast	procasp7 counter	procasp3 activ	MEP2 TOR yeast	CIT2 TOR yeast	RPL19A-GFP yeast
CC1CCCC(NC(=O)COC(=O)CCSc2ccccc2)C1C (configuration not stated)	3	100	103	14	4	101	106	96
CCOC(=O)c1ccc(NC(=O)NCc2ccccc2OC)cc1	12	102	100	-8	4	101	96	100
Cc1occc1C(=O)N/N=C/c1ccc[nH]1	12	141	102	0	0	168	102	109
O=C(NC1CCCCC1)N1CCN(CCc2ccccc2)CC1	1	113	109	3	5	97	104	107
CCN1/C(=C/c2ccc3cccc(C)c3[n+]2CC)Sc2ccccc21	-10	+[may fluoresce green]	353*[may fluoresce green]	-6	-10	+[may fluoresce green]	+[may fluoresce green]	359[may fluoresce green]
Cc1ccc(SCC(=O)Nc2ccc(C(=O)Nc3ccc(O)cc3)cc2)cc1	-1	96	103	-7	2	100	104	101
Cc1ccc(C)c(NC(=O)CN(C)C(=O)c2cc(S(=O)(=O)N3CCOCC3)ccc2N2CCCC2)c1	0	93	103	2	4	96	98	98
COc1ccccc1NC(=O)c1cc(C(=O)Nc2ccccc2OC)cc(N2C(=O)CCC2=O)c1	7	98	101	-5	-5	109	98	106
C/C(=N\Nc1ccc(C#N)cc1[N+](=O)[O-])c1ccc(C)o1	1	108	109	17	3	100	98	97
Cc1nc(C)n(C(C)CNC(=O)c2ccco2)n1 (configuration not stated)	nt	93	106	nt	nt	102	104	104
COC(=O)[C@H](C)NC(=O)N1CCC(Cc2ccccc2)CC1	0	109	105	-5	5	103	103	106
CC1CC(C)(C)NC(=S)N1CCCC(=O)Nc1ccc(Cl)cc1 (configuration not stated)	1	87	94	-2	5	101	91	99
OCC[C@H]1C[C@H](O)[C@@H](O)[C@@]2(CCc3ccccc3O2)O1	0	127	76	-7	8	88	74	96
CN(C(=O)COC(=O)CSc1ccc(C(N)=O)cc1[N+](=O)[O-])C1CCS(=O)(=O)C1 (configuration not stated)	-3	94	93	-17	5	93	85	87
Cc1cc(O)c(C(=O)/C=C/c2ccccc2)c(=O)o1	nt	123	89	nt	nt	94	78	96
Cc1ccc(NC(=O)CCNS(=O)(=O)c2ccc(Br)s2)cc1	15	99	98	-2	-3	99	98	104
COC(=O)c1sc(NC(=O)CSc2n[nH]c(N)n2)c(C(=O)OC)c1C	4	108	103	2	-8	115	105	106
O=C(Nc1cccc(-c2nc3ccccc3[nH]2)c1)c1ccccn1	46	116	105	-10	-1	96	105	100
CCOC(=O)c1cnc(-n2nc(C)cc2C)nc1NNc1nc(C)cc(C)n1	3	nt	nt	4	8	104	nt	102
CCCOc1ccc(C(=O)NNC(=S)NC(=O)c2ccccc2[N+](=O)[O-])cc1	5	101	105	7	-2	107	108	102
CC(C)Cn1c(O)c(N=NC(=O)c2cccc(S(=O)(=O)N3CCCCC3)c2)c2ccccc21	-1	101	106	12	1	123	108	105
O=c1c2sccc2n(Cc2cccc(F)c2)c(=O)n1-c1ccc(F)cc1	0	101	99	-8	0	105	90	101
Cc1cc(C)cc(Nc2cc(C)nc3nc(C)nn23)c1	51*	100	104	-2	-6	107	100	101
C/C(=N\NC(=O)c1ccccc1[N+](=O)[O-])c1ccc(Br)s1	13	97	102	14	2	111	105	105
CC(C)c1cccc(-c2ccc3c(c2)S(=O)(=O)c2cccc(C(=O)O)c2C3=O)c1	3	113	117	6	6	106	102	106
SMILES	AHR activator	LAP4-GFP MLPCN	AGP1 TOR yeast	procasp7 counter	procasp3 activ	MEP2 TOR yeast	CIT2 TOR yeast	RPL19A-GFP yeast
O=C(Nc1ccccc1C(=O)Nc1ccccc1C(=O)O)c1ccccc1	3	106	100	-3	-14	118	107	107
CCc1ccc(C(=O)NNC(=O)c2ccc(=O)n(C)n2)cc1	2	106	106	9	8	107	104	107
COc1cc2cc(C(=O)N3CCN(Cc4ccc5c(c4)OCO5)CC3)[nH]c2cc1OC	6	89	91	5	-1	100	98	98
O=C(Oc1ccc(/C=N/O)cc1)c1ccccc1	1	98	85	-1	2	93	87	96
O=C1CC(c2cccc(Cl)c2)CC(O)=C1C=NC1CCCC1 (configuration not stated)	5	101	92	1	3	102	90	97
CN1CCN(c2ccc(NC(=O)c3ccc(Br)o3)cc2)CC1	23	96	94	10	2	103	98	102
O=C(CSc1nnc(COc2ccccc2)n1Cc1ccco1)NCc1ccco1	0	97	102	-7	-5	107	97	103
Cn1c(=O)[nH]c(=O)c2c1ncn2CCN1CCOCC1	3	94	100	2	2	94	104	92
CC[C@H](C)[C@H](NC(=O)c1ccccc1)C(=O)Nc1ccc(S(=O)(=O)Nc2cc(C)nc(C)n2)cc1	0	94	98	1	-3	99	93	98
CCc1nnc(NC(=O)CSc2nnc(C(C)NC(=O)c3ccccc3F)n2C)s1 (configuration not stated)	1	94	99	-7	-7	107	104	108
O=[N+]([O-])c1cccnc1Sc1n[nH]c(-c2ccc(Cl)cc2)n1	-3	112	100	0	-1	94	97	93
CCC(C)Sc1nnc(NS(=O)(=O)Cc2ccccc2)s1 (configuration not stated)	3	93	96	2	-6	97	99	99
CCn1ncc(Br)c1C(=O)Nc1ncc(C)s1	8	81	86	11	0	92	85	97
O=C(Nc1ccc(Br)cc1)C1Cc2ccccc2O/C1=N\O (configuration not stated)	nt	102	103	nt	nt	113	99	109
COc1ccccc1CNC(=O)c1sccc1-c1ccccc1	9	101	106	-9	-8	103	99	106
CN(Cc1ccccc1F)C(=O)CNC(=O)Cc1cccc2ccccc12	2	98	103	13	-5	106	103	105
COc1ccccc1NC(=O)Cc1ccc(-c2ccccc2)cc1	-8	98	90	4	0	104	84	102
CC(C)[C@H](NC(=O)c1ccco1)C(=O)OCC(=O)Nc1ccc(Cl)c(S(=O)(=O)N(C)C)c1	2	59[may fluoresce violet]	?	9	5	178*[may fluoresce violet]	?	21*[may fluoresce violet]
Cc1cccc([C@@H]2[C@@H]3C(=O)N(Cc4ccccc4)C(=O)[C@@H]3[C@]3(C)C(=O)N(c4cccc(F)c4)C(=O)N23)c1	0	104	85	-6	-3	92	90	102
CCCn1ncc(/C=N/O)c1C	-1	101	99	8	-3	93	99	97
O=C(NCc1ccccc1)C(c1ccc(F)cc1)N(C(=O)c1csnn1)c1ccccc1 (configuration not stated)	4	98	93	-9	-5	97	90	93
O=C(Nc1ccc(N2CCOCC2)cc1)C1(S(=O)(=O)c2ccccc2)CC1	4	123	114	-2	7	107	109	112
CCC/C=N/Nc1nnc(Cc2ccccc2)c(=O)[nH]1	12	98	102	-7	3	107	97	112
CCn1cnc2cc(NCc3nc4ccccc4n3C)ccc21	93*	92	94	6	3	91	nt	95
O=C(N1CCOCC1)N1CCc2ccccc21	8	96	103	5	5	106	105	106
CCn1cc([N+](=O)[O-])c(C(=O)Nc2c(C)nn(Cc3c(F)c(F)c(F)c(F)c3F)c2C)n1	3	92	103	0	8	99	104	96
CCOC(=O)C1CCCN(c2ncnc3c2cnn3-c2cccc(C)c2)C1 (configuration not stated)	7	115	97	1	15	100	95	94
O=C(CN1C(=O)c2ccccc2C1=O)NCC1COc2ccccc2O1 (configuration not stated)	0	nt	96	3	1	106	90	98
Cc1ccc(C(=O)CNc2ccc(Cl)cc2)cc1	-5	120	99	9	-10	91	82	95
CS(=O)(=O)n1nc(-c2ccc(Cl)cc2)nc1N	-4	101	101	2	4	100	97	98
